UDG counter = Primary qHTS assay for inhibitors of Activation Induced Cytidine Deaminase (AID): UDG Counterscreen signal; Uracil-DNA glycosylase; FRET deamination/UDG coupled assay, UDG read, 4 h; Potency, µM (titrated, usually from 115 µM), for the others: at the top dose activity change, negative = inhibition, hits mostly inhibitors; 91,000 tested, 0.14% active; AID 1347430, 2020; also: nearly all actives have a fitted effect of over 65% in size
AID inh = Primary qHTS assay for inhibitors of Activation Induced Cytidine Deaminase (AID): AID signal; Single-stranded DNA cytosine deaminase (Homo sapiens), Q9GZX7; AID deamination FRET fluorescence, UDG-coupled, 4 h; Potency, µM (highest dose often 115 µM), for inactives: at the highest dose activity change, negative = inhibition, actives largely listed as inhibitors; 91,000 tested, 0.32% active; also: nearly all actives have a fitted effect of over 25% in size
Target sequence (Q9GZX7 whole entry, looked up): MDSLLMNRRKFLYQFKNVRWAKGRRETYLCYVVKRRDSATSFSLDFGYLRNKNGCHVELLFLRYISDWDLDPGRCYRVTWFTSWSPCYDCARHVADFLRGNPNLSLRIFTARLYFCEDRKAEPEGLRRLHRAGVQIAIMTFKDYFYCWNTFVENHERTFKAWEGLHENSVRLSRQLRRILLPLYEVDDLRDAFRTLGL
An asterisk follows results filed as active; ? = inconclusive; & = joins results of further samples; [ ] = remark or other dose. Calls follow the shape of the dose curve; as a rule, active = well fitted curve in the direction sought with a large enough effect; inconclusive = small, poorly fitted or top-dose-only effect, or another doubt; inactive = no such curve, though single readings can be large; an effect the other way counts as inactive or inconclusive. % is scaled to controls: 0 for no effect and ±100 for the full control effect; potency is read from the fitted curve at half-maximal effect. These rows are one share of the data (hit frequency here may not be typical).

Order of values – UDG counter, AID inh
Cc1cccc(-c2noc(CCCC(=O)NCc3ccco3)n2)c1
  -10.7%, -9.2%
C=Cc1ccc(Cn2c(C(=O)O)c(CNC3CCCCC3)c3ccc(OC)cc32)cc1
  -11.8%, ?
O=C(Cn1nc(C(F)(F)F)c2c1CCC2)Nc1ccc(Cl)cc1
  -0.5%, -2.9%
CCCn1nc(C(=O)OCC(=O)N2CCCc3ccccc32)c2ccccc2c1=O
  1.6%, -3.8%
COc1ccc(N2CCN(C(=O)C3CCN(S(=O)(=O)c4cn(C)cn4)CC3)CC2)cc1
  -0.3%, -0.6%
CCOc1ccc(C(C)=O)cc1COC(=O)COc1ccc(Cl)c(C)c1
  -1.6%, -17.2%
COc1cccc(C(=O)COC(=O)C2C3CC4C(OC(=O)C42)C3Br)c1 (configuration not stated)
  -0.6%, 13.7%
CNC(=O)CCCN1C(=O)c2cccnc2Sc2ccccc21
  -9.3%, -1.7%
COc1ccc(C2Nc3ccccc3C(=O)N2c2ccc(C)cc2)cc1CN1CCOCC1 (configuration not stated)
  -19.9%, 0.3%
CCOc1cc(/C=N/O)ccc1OCc1ccccc1Cl
  1.5%, -4.0%
CCNC(=O)N1CCN(CCCC(c2ccc(F)cc2)c2ccc(F)cc2)CC1
  -7.2%, -5.5%
CCCn1c(-n2nc(C)cc2C)nc2c1c(=O)n(Cc1cccc(Cl)c1)c(=O)n2C
  1.6%, -1.4%
Cc1nccc(-c2cccc(C(=O)O)c2)n1
  15.7%, 16.2%
COc1cc(/C=C/C(=O)c2ccc(O)cc2)cc(Br)c1O
  -0.5%, 4.6%
O=C(/C=C/N1CCN(C/C=C/c2ccccc2)CC1)C(F)(F)F
  -5.7%, -2.8%
O=C(CSc1ccc(Cl)cc1)Nc1cc(Cl)ccc1N1CCOCC1
  -3.1%, -1.0%
CCC(C)NC(=O)Cn1c(=O)c2cccn2c2ccc(F)cc21 (configuration not stated)
  0.8%[57.5 µM], 11.9%
Cc1ccc(-c2nc3c(c(SCC(=O)N4CCCCC4)n2)Cc2cc(C)ccc2O3)cc1
  7.2%, 19.0%
CN(Cc1ccc(F)cc1)S(=O)(=O)c1nnc(NC(=O)c2ccccc2Br)s1
  -11.9%, ?
CC(=O)c1cccc(NC(=O)Cn2ccn3nc(-c4ccccc4)cc3c2=O)c1
  9.3%, 18.4%
CC(C)(C)c1ccccc1OCC(O)Cn1nc(C(N)=O)c2ccccc2c1=O (configuration not stated)
  -9.5%, -12.6%
CCNS(=O)(=O)O
  -2.9%, 9.4%
CCc1ccc(Nc2nnc(-n3nc(C)cc3C)c3ccccc23)cc1
  30.4%[activator], 18.7%
O=C(c1cc(-c2cccs2)[nH]n1)N1CCN(c2ccccn2)CC1
  7.5%, -0.7%
Cc1cc(C(F)(F)F)c(C#N)c(SCCc2ccccc2)n1
  -1.8%, -9.4%
CCN1CCN(c2ccc(NC(=O)c3ccc(S(=O)(=O)NCc4ccco4)cc3)cc2)CC1
  -6.5%, 6.9%
CCc1cccc(C)c1NC(=O)CSc1nc2ccccc2nc1N1CCOCC1
  ?, -8.5%
C=CCNCc1ccc(-c2ccc(C(C)O)cc2)o1 (configuration not stated)
  4.4%, 8.1%
CCCC(CCC)C(=O)Nc1nnc2n1CCS2
  -15.9%, 13.9%
OCCCCCCCCCCCN1CCCCC1
  -7.1%, -7.7%

Carrying on.
Order of values – UDG counter, AID inh
COc1ccccc1Cn1c(CNS(=O)(=O)c2cccc([N+](=O)[O-])c2)nc2cccnc21
  -11.9%, 2.9%
CCN(CC)c1cc(C)c2cc(NC(=O)c3ccc(OC)c(OC)c3)ccc2n1
  -18.1%, ?
O=c1cc(-c2ccccc2)n2c(SCc3ccccc3)nnc2[nH]1
  0.2%&2.0%, -1.7%&-11.7%
COc1cccc(NC(=O)N2CCC(N(C)S(C)(=O)=O)CC2)c1
  -3.0%, -1.2%
COc1cc(OC)c(NC(=O)c2c(C)oc3ncnc(N4CCCCC4)c23)cc1Cl
  ?, 9.7%
Cc1oc(-c2cccc(Cl)c2)nc1CS(=O)(=O)CC(=O)NC(C)CCc1ccccc1 (configuration not stated)
  -4.4%, ?
Cc1c2c(=O)n(-c3ccc(Cl)cc3)[nH]c2cc(=O)n1Cc1ccc(Cl)cc1
  -10.1%, 0.3%
COc1cccc(-n2c(SCC(=O)Nc3c(C)cc(C)cc3C)nc3c([nH]c4ccccc43)c2=O)c1
  -4.0%, 19.8%
CC(C)NC(=O)Nc1ccc(CNC(=O)c2nccnc2N)cc1
  -5.1%, -5.7%
CC(C)(C)C(=O)/C(C#N)=C/c1ccccc1OCc1ccc(Cl)cc1
  -1.3%, -29.2%
Nc1ccc(C(F)(F)F)c(C(F)(F)F)c1
  4.9%, 1.2%
O=C(COc1ccc(Cl)cc1)OCc1cc(=O)n2nc(C3CCCCC3)sc2n1
  ?, 47.5%[activator]
COc1cc(/C=C(/C#N)c2nc3ccccc3[nH]2)ccc1OCc1ccccc1
  -9.5%, -7.5%
CCC(C)Nc1nc(-c2ccc([N+](=O)[O-])cc2)c(C(=O)Nc2ccccc2)s1 (configuration not stated)
  1.6%, -2.0%
O=C(c1ccc(OCc2cn3ccccc3n2)cc1)N1CCN(c2ccc(O)cc2)CC1
  -1.6%, -13.2%
COc1cccc(-c2csc(-c3nc(-c4ccc(C)cc4)c(C)s3)n2)c1
  3.6%, -2.9%
O=C(c1ccc2c(c1)N(Cc1ccc(F)cc1)C(=O)c1ccccc1S2(=O)=O)N1CCN(Cc2ccccc2)CC1
  -10.3%, ?
CCOC(=O)c1c(C)[nH]c(C)c1S(=O)(=O)NCC(=O)Nc1cccc(C(F)(F)F)c1
  7.2%, 34.2%[activator]
O=C(O)c1cnc[nH]1
  -3.7%, 0.5%
COc1ccc(-n2c(=O)c3c(c4cc(OC)ccc4n3C)n(Cc3ccc(F)cc3Cl)c2=O)cc1
  -4.4%, -5.8%
COc1ccc(OCc2ccc(C#N)cc2)c(C(C)=O)c1
  -9.3%, -15.5%
CC(C)(C)c1nnc2c3cnn(-c4ccccc4)c3ncn12
  9.3%, -4.9%
COCCCNC(=O)CCCn1c(=O)c2cccn2c2cccnc21
  -2.6%, 0.6%
C(=N\N=C(c1ccccc1)c1ccccc1)/c1ccsc1
  -7.8%, -8.8%
O=C(CN1C2=NCCN2c2ccccc21)c1ccc(Cl)cc1
  -2.9%, -7.0%
CCOc1ccc(NC(=O)Cn2cnc3nc4c(cc3c2=O)CCCC4)cc1
  10.0%, -1.7%
CC(C)c1nc2cc(NC(=O)Cn3cnc4ccccc4c3=O)ccc2o1
  -0.2%, -4.6%
O=C(CCC1CCCC1)N1CCc2c([nH]c3ccccc23)C1c1ccc(Cl)cc1 (configuration not stated)
  -11.2%[57.5 µM], -14.6%
Cc1nc2cc(NC(=O)COc3ccc(C#N)cc3)ccc2o1
  0.8%, 4.2%
CC(C)c1ccc(/C=C/C(=O)Nc2ccc(F)cc2F)cc1
  -4.5%, 3.9%

The results go on.
Order of values – UDG counter, AID inh
CCOC(=O)c1nc(Nc2ccc(OC)cc2)c2ccccc2n1
  20.6%, 8.7%
Cc1c(CCNC(=O)c2ccc(C(F)(F)F)cc2)sc2nc(-c3ccc(F)cc3)nn12
  -1.5%, -8.9%
CCOC(=O)c1ccc(NC(=O)CN(c2ccc(C)cc2)S(=O)(=O)c2c(C)noc2C)cc1
  -10.4%, -15.8%
COc1cc(C2N3CC4(C)CN2CC(C)(C3)C4O)ccc1O (configuration not stated)
  -6.1%, 0.5%
Cc1ccc2c(C(=O)CN3CCN(CCO)CC3)c(C)[nH]c2c1
  -3.6%, -2.5%
CC(Sc1ncccn1)C(=O)O (configuration not stated)
  7.7%, 4.8%
Cc1cccc(-c2nc(CN3CCCC(C(=O)N4CCN(c5cc(Cl)ccc5C)CC4)C3)c(C)o2)c1 (configuration not stated)
  89.1µM*, ?
N#Cc1ccc(/C=C/C(=O)N2CCCCC2c2ccc(C(F)(F)F)cc2)cc1 (configuration not stated)
  -6.1%, -11.2%
Cc1ccc(O)c(NC(=O)c2cc(-c3ccc(F)cc3)no2)c1
  -1.0%, 3.4%
O=C(CNC(=O)NCCc1ccccc1)NCC(F)(F)F
  -8.3%, -2.7%
O=S(=O)(c1ccc(Cl)cc1)c1nc(-c2ccccc2Br)oc1N1CCOCC1
  -12.6%[57.5 µM], -10.8%[57.5 µM]
O=C(Nc1ccccc1SC1CCCC1)c1ccccn1
  -9.3%, -13.0%
COc1cc(OC)c(Nc2nc3ccc(C)cc3n3nnnc23)cc1Cl
  -4.8%[57.5 µM], 128.4%[activator]
COC(=O)CCC(=O)Oc1cc(C)c(C2(c3cc(C(C)C)c(OC(=O)CCC(=O)OC)cc3C)OC(=O)c3ccccc32)cc1C(C)C
  -16.9%, ?
CCc1ccc(C(=O)/C=C/c2cccc([N+](=O)[O-])c2)cc1
  -4.7%, -5.8%
CCOc1ccccc1N(CC)C(=O)c1ccc2c(=O)n3c(nc2c1)CCCCC3
  -2.8%, -24.3%
Cc1ccc(OCCCOc2ccccc2/C=N/NC(=O)c2cccc(Cl)c2)cc1C
  0.2%, -8.6%
Fc1ccc(NCc2ccccc2-c2nnc(-c3ccccc3Cl)o2)cc1
  13.8%, 25.0%
CCCCN(CCCNC(=O)c1cc(Nc2cccc(SC)c2)nc2ccccc12)Cc1ccccc1
  -3.1%, -13.9%
CC1CCN(CCCNC(=O)c2cc(Sc3ccc(F)cc3)nc3ccccc23)CC1
  0.5%, -4.3%
CC(C)C(=O)Nc1ccc2oc(-c3ccncc3)nc2c1
  44.5%[activator], 33.5%[activator]
CCC(Oc1ccc(F)cc1)C(=O)Nc1nc(-c2ccc(F)cc2)ns1 (configuration not stated)
  9.6%[57.5 µM], 4.8%
Cc1ccc(S(=O)(=O)NC(C)CN2CCOCC2)c(Br)c1 (configuration not stated)
  -1.7%, -8.0%
O=C(Cc1ccccc1)Nc1c(C(=O)c2ccccc2)oc2ccccc12
  2.3%, 1.0%
COc1ccccc1NC(=O)Cn1c(=O)n(Cc2ccco2)c(=O)c2cccnc21
  -25.7%, -3.5%
CCOc1ccc(-n2c(SCC(=O)NCc3ccccc3)nc3n[nH]c(C)c3c2=N)cc1
  -6.6%[57.5 µM], -22.1%
CC(C)(C)c1ccc(COC(=O)c2ccc(S(C)(=O)=O)cc2)cc1
  -0.5%, -6.8%
COc1ccc(Cl)cc1C(=O)N1CC(C)CC(C)C1 (configuration not stated)
  -1.8%, -9.8%
CC1CCCC(NC(=O)C(c2ccccc2)N(C)C)C1 (configuration not stated)
  0.3%, 0.6%
CCCC(=O)N(CC)Cc1cc(=O)[nH]c2ccccc12
  8.4%, 3.4%

An excerpt from above in order of the AID inh value, high to low:
| smiles | AID inh |
| --- | --- |
| Cc1ccc(-c2nc3c(c(SCC(=O)N4CCCCC4)n2)Cc2cc(C)ccc2O3)cc1 | 19.0% |
| O=C(Cc1ccccc1)Nc1c(C(=O)c2ccccc2)oc2ccccc12 | 1.0% |
| Cc1ccc2c(C(=O)CN3CCN(CCO)CC3)c(C)[nH]c2c1 | -2.5% |
| CCOc1ccc(-n2c(SCC(=O)NCc3ccccc3)nc3n[nH]c(C)c3c2=N)cc1 | -22.1% |

(continued)
Order of values – UDG counter, AID inh
COc1ccc(-c2nc(C(=O)N3CCCCCC3)nn2-c2cccc(Cl)c2)cc1
  -7.9%, -11.3%
Cn1c(=O)c2c(nc(N3CCCC3)n2CCCc2ccccc2)n(C)c1=O
  -7.3%, -15.5%
COCCCNC(=O)C1CCCN(c2ncnc3onc(C)c23)C1 (configuration not stated)
  3.6%, 17.1%
Cc1ccc(-n2c(=O)cc(N3CCN(c4ccccc4Cl)CC3)[nH]c2=O)cc1
  2.6%[57.5 µM], -20.0%
CC(=O)N1CCN(Cc2coc(-c3ccc(Cl)cc3)n2)CC1
  -4.7%, 1.9%
Cc1ccccc1CNC(=O)CCNC(=O)C1CCCC1
  -5.4%, -15.3%
O=C(NCC(c1cccs1)S(=O)(=O)c1cccs1)c1ccccc1F (configuration not stated)
  15.4%, -2.5%
Nc1nccnc1C(=O)NCCNc1ncccc1C(F)(F)F
  0.0%, -4.9%
CCONC(=O)COc1cccc(C(C)C)c1
  7.3%, 4.5%
C=CCCC(=O)N1CCN(C(=O)c2ccc(C(F)(F)F)cc2)CC1
  -2.2%, 1.3%
COC(=O)c1c(C)[nH]c(C(=O)N2CCCC2c2ccccc2)c1C (configuration not stated)
  -4.5%, 8.9%
COc1ccc(Cn2c(NCC(C)C)nc3c2c(=O)n(C)c(=O)n3C)cc1
  0.6%&-1.8%, -0.2%&-15.0%
CC(Sc1nnc2c(Cl)cc(C(F)(F)F)cn12)c1ccccc1 (configuration not stated)
  -6.6%, -0.2%
Cc1ccc(SCCC(=O)OCC(=O)c2cc(Cl)ccc2Cl)cc1
  4.9%, 25.8%
O=C(/C=C/c1ccc(SC(F)(F)F)cc1)c1ccc(O)c(CCCl)c1
  -11.8%, -9.5%
Cc1cccc(N2CC(c3nc4ccccc4n3CCC3CCCCC3)CC2=O)c1 (configuration not stated)
  ?, ?
Cc1c(Cl)cccc1NC(=O)CNS(=O)(=O)c1cccs1
  -6.8%, 17.1%
Cc1ccc(S(=O)(=O)N2CCCC2c2ccccc2)cc1 (configuration not stated)
  -4.2%, -12.5%
O=C(C1CCCN(S(=O)(=O)c2cccc3nonc23)C1)N1CCN(c2cccc(C(F)(F)F)c2)CC1 (configuration not stated)
  -21.5%, -16.9%
